iPSC survival up: enhancers of human iPSC single-cell survival. hiPSC single-cell survival, ATPlite luminescence; 100% = ROCK inhibitor wells, 0% = DMSO. survival enhancement, % at 20 µM. hit rate 0.044% among 360,000; in the data active = survival enhancement above about 18%;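 also: cells exposed to compounds for 16 hours before the ATP read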
NR2E3 ag-1: human photoreceptor-specific nuclear receptor agonism; Q9Y5X4; CHO-S Gal4-NCOR/VP16-NR2E3 two-hybrid, luciferase; inhibition of corepressor binding, % at 3.98 µM; hit rate 0.35% among 360,000; AID 602229;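 active = inhibition above the mean of all tested compounds plus 3 SD, cut at about 70% in these data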;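 also: 0% = DMSO with NR2E3 transfected cells and 100% = cells lacking NR2E3 construct; higher means lower luciferase signal from less NR2E3 corepressor binding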
Shn3 3UTR inh: inhibitors of Schnurri-3 3'UTR reporter in osteoblasts; AID 588674; Clone20 osteoblast Shn3 3'UTR firefly luciferase, 24 h; inhibition, % at 12.5 µM; hit rate 0.52% among 360,000;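 active = mean inhibition of at least 75% with every replicate also reaching 75%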;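 also: 0% = median of neutral control wells and 100% = pilot-screen positive control compound; some compounds past the cut are filed as inactive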
Cardio protect: modulators protecting cardiomyocytes from myocardial damage | H9c2 cardiomyocytes, H2O2 injury protection, ATPLite, 2 h | protection from H2O2 cell death, % at 20 µM | hit rate 0.63% among 360,000 | AID 588492;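 active = compounds giving at least 50% protection of heart cells from peroxide-induced death in the single-dose screen, raw or plate-pattern-corrected value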;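 also: 0% = DMSO wells with peroxide and 100% = DMSO wells without peroxide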
CaV13 ICDI inh: Disruptors of the CACNA1D IQ motif to Ca2+-dependent inactivation inhibitor domain association, primary screening, Förster resonance energy transfer in intact living …. HEK cells, CFP/YFP FRET ICDI-IQ, plate reader, 10 min; percent FRET-ratio fall versus neutral wells. inhibition, % at 12.3 µM. hit rate 0.098% among 340,000;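 active = mean replicate inhibition of at least 30% and at least 1% of replicates passing that level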;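 also: 0% = median of the neutral control wells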
HIF-2a inh: blocks HIF-2a reporter activity | 786-0 RCC cells HIF-2a reporter, luciferase luminescence, overnight | inhibition, % at 18.8 µM | hit rate 0.72% among 360,000;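 active = inhibition of the luminescence signal of 40% or more relative to plate controls, in a single-dose primary screen at 18.75 µM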
PDI inh: inhibitors of human protein disulfide isomerase. P07237. PDI insulin aggregation turbidity, A650, 90 min. inhibition, % at 10 µM. hit rate 0.052% among 350,000;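 active = mean inhibition across replicates of 30% or more, whatever share of single replicates reach that level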;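 also: absorbance from insulin aggregation driven by PDI reduction with DTT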
Target sequence (P07237 whole entry, looked up): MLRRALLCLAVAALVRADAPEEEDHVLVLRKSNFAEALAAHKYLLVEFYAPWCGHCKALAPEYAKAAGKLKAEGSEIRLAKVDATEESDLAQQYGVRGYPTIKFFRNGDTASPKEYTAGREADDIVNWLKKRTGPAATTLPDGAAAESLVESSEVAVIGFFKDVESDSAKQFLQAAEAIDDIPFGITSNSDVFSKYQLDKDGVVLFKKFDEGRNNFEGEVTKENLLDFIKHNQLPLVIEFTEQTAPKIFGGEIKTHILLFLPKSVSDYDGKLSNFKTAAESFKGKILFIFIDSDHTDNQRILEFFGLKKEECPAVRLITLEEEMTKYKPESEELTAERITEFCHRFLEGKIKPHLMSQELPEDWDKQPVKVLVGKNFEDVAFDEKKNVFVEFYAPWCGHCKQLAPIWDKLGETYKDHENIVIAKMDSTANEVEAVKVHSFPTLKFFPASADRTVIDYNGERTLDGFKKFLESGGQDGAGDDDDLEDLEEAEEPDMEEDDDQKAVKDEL
HTR2A ag: activates the mouse 5-HT2A serotonin receptor. P35363. CHO-K1 mHTR2A beta-arrestin complementation, luminescence; percent of 30 µM serotonin response. activation, % at 7.6 µM. hit rate 0.66% among 360,000;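 active = activation above a run cutoff, the mean activation of all tested compounds plus 3 SD, cut at about 14% in these data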;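 also: 0% = plate median of compound wells and 100% = 30 µM serotonin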
Target sequence (P35363 whole entry, looked up): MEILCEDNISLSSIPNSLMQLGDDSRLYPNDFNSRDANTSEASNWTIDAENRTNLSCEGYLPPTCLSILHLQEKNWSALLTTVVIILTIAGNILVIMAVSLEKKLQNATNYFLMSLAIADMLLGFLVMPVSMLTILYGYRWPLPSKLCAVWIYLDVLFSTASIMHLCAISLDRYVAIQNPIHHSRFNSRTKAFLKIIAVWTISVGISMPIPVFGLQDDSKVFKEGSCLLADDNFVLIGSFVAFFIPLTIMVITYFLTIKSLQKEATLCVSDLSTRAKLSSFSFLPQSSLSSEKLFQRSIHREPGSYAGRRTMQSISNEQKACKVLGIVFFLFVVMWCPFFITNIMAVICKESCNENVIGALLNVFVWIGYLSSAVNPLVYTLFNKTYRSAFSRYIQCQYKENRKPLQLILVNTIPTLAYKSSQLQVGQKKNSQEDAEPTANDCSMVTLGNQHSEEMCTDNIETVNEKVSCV
Peg3 prom inh: Peg3 promoter activity inhibition. HeLa PEG-Prom luciferase reporter, luminescence, overnight. inhibition, % at 20 µM. hit rate 1.7% among 360,000;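 active = inhibition of at least 50% at 20 µM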
NR2E3 ag-2: activates human photoreceptor nuclear receptor NR2E3. Q9Y5X4. GST-NR2E3/biotin-RetCOR TR-FRET, 1536-well. inhibition of corepressor binding, % at 4.78 µM. hit rate 0.12% among 320,000. AID 2300;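 active = percent inhibition above the cutoff of mean plus 3 SD of all tested compounds, set per screening campaign, cut at about 20% in these data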;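 also: 0% = DMSO wells and 100% = biotin wells as full block of FRET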
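Material: NR2E3–RetCOR corepressor complex / Amount: 1.35 nM GST-NR2E3 / Medium: Tris pH 7.5 / Compound: single nominal compound dose of 4.8 µM / Incubation: 5 h at 4 °C / Technique: TR-FRET, Eu(K)-anti-GST donor, streptavidin-D2 acceptor, ex 340, em 617/671 nm / Read-out basis: percent loss of FRET ratio relative to control wells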
MITF TRPM1 inh: MITF TRPM1 promoter inhibition in SK-MEL-5 cells; hit rate 0.83% among 330,000; SK-MEL-5 TRPM1 promoter luciferase, 24 h; inhibition, % at 12.5 µM; AID 488899;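 active = mean inhibition across replicates of 60% or more, whatever share of single replicates reaches that level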; also: values of inactives mirror those of a sister screen read the other way
* marks the source's active call; other numbers are inactive results; . = no result given. Rows were taken by chance; any-hit rate near 3.9%.

SMILES	iPSC survival up	NR2E3 ag-1	Shn3 3UTR inh	Cardio protect	CaV13 ICDI inh	HIF-2a inh	PDI inh	HTR2A ag	Peg3 prom inh	NR2E3 ag-2	MITF TRPM1 inh
CNc1ccc(/C=C2\CSc3ccccc3C2=O)cc1[N+](=O)[O-]	-0.1	-25	-3	1	3	-113	-1	-3	-32	-3	-36
COc1ccc(-c2nnn(CC(=O)NC3CCCc4ccccc43)n2)cc1OC (stereo unspecified)	-0.6	15	16	-9	-4	14	0	1	-4	4	10
Cc1cc2oc(=O)cc(CN3CCCCC3)c2cc1Cl	-1.2	-4	-4	-3	-3	-15	.	-3	-9	.	.
COc1cc(OC)cc(-c2c(C#Cc3ccsc3)c3cc(-c4ccc(N(C)C)nc4)ccc3n2C)c1	0.1	-50	-8	-2	-12	14	3	4	-8	.	2
CC1CCCC(NC(=O)CCNC(=O)c2ccc(Cl)cc2)C1C (stereo unspecified)	-0.2	12	0	-2	-7	11	-9	-1	-8	1	-2
COc1ccccc1OCCNC(=O)C(CCSC)NS(=O)(=O)c1ccccc1F (stereo unspecified)	-0.1	-7	-8	-1	-4	2	3	0	13	3	-5
CCN1CCN(C(=O)c2ccc3nc(-c4ccccc4)c(-c4ccccc4)nc3c2)CC1	0.6	2	6	-1	-5	23	0	-2	3	1	-5
COc1cccc(C(=O)NCCS(=O)(=O)N2CCCC(C)C2)c1 (stereo unspecified)	-0.1	-11	-19	-2	20	-1	0	-1	-9	.	.
COc1ccc(S(=O)(=O)Nc2ccccc2C(=O)N2CCOCC2)cc1F	-0.3	-3	-1	5	-6	23	-3	3	24	0	-4
COC(=O)Cn1c(=O)sc2ccccc21	2.9	-21	-25	6	-3	17	5	0	15	-1	-4
Cc1ccc(-n2ncc3c2CC(C)(C)CC3NC(=O)CCc2c(C)noc2C)cc1 (stereo unspecified)	-0.3	0	2	-4	-6	-17	-3	-7	-1	.	1
COc1ccc(OC)c(NS(=O)(=O)c2c(C(=O)N3CCCCCC3)c(C)n(C)c2C)c1	-0.2	2	15	-1	-5	7	-5	-1	20	6	3
CC1CCCCC12NC(=O)N(CC(=O)N(C)Cc1nc3ccccc3c(=O)[nH]1)C2=O (stereo unspecified)	-0.3	-3	8	34	-6	14	-5	5	4	3	-6
COc1nc(C)ccc1-c1noc(-c2cccs2)n1	-0.5	-98	-147	-5	-5	-231	13	3	-338	-4	-96
COc1cccc(C(=O)Nc2nc3c(c(=O)[nH]2)CCCC3)c1	-0.3	-48	-22	-5	-2	-142	-3	0	-87	1	-36
CCOc1ccc(S(=O)(=O)N2CCC(C(=O)N3CCCCCC3)CC2)cc1Cl	0.7	10	37	-5	-6	-5	8	-6	25	-1	14
C/C(=N/NC(=O)c1cccs1)c1cccs1	-0.4	-67	.	24	-20	-271	-7	3	-263	-1	-32
CC1CN(Cc2nc3c(c(=O)n(C)c(=O)n3C)n2CC(=O)c2ccccc2)CC(C)O1 (stereo unspecified)	-2.3	-2	0	1	-5	-6	20	2	10	5	-5
Cc1ccccc1S(=O)(=O)N(C)C[C@@H]1OCc2cnnn2CCCC(=O)N([C@H](C)CO)C[C@H]1C	5.7	21	-13	0	-8	8	2	-2	-4	.	.
O=C(NC1CCCCC1)NC12CC3CC(CC(C3)C1)C2	-3.3	11	-36	7	4	-23	-7	-1	-12	3	-11
O=C(NNC(=O)c1cccc(O)c1)Nc1ccc([N+](=O)[O-])cc1	0.7	-11	11	-7	-6	16	7	-5	-3	-1	2
CC1CN(S(=O)(=O)c2cc(C(=O)NCc3ccncc3)ccc2Cl)CC(C)O1 (stereo unspecified)	-0.5	-6	-6	4	-5	2	-7	-1	2	-9	8
CCOc1ccc(C(CN2CCOCC2)C(C)=O)cc1OC (stereo unspecified)	-1.7	10	60	-8	-5	-10	.	-5	58*	.	.
OC(CNCc1ccc(Cl)cc1)COc1ccccc1 (stereo unspecified)	0.1	-4	6	-3	-3	12	7	-11	6	0	3
C#CCN(C[C@H]1[C@H](OC(=O)NCc2ccccc2)[C@H](OC(=O)NCc2ccccc2)C[C@H]2C(=O)N(c3ccccc3)C(=O)[C@@H]12)S(=O)(=O)c1ccc(C)cc1	-2.1	-21	-5	4	-7	1	0	-1	-11	.	.
C=CCn1c(SCc2nc3scc(-c4ccccc4)c3c(=O)[nH]2)nnc1-c1ccccc1F	0.4	7	-10	9	-9	20	-2	2	4	1	8
CC(C)(Oc1ccc(C2CC2(Cl)Cl)cc1)C(=O)O (stereo unspecified)	-2.5	-14	-6	-15	-5	1	6	-6	7	1	2
COCCN(C(=S)Nc1ccccc1OC)C1CCN(C(C)C)CC1	-0.5	-1	-12	-3	15	13	-6	-4	-2	5	-9
COC(=O)NCC(c1ccco1)N1CCN(c2ccc(OC)cc2)CC1 (stereo unspecified)	-0.2	-20	-15	3	-2	8	-2	-2	7	0	6
COc1ccc(/C=N/NC(=O)CN(CCc2ccccc2)S(=O)(=O)c2ccc(NC(C)=O)cc2)cc1OC	3.8	-17	-16	27	-5	15	-2	-2	13	-1	8
Nc1nc2ccccc2n1CCN1CCCC1	-0.3	-23	3	7	-6	9	-10	-1	-6	1	1
O=C(NCCCN1CCOCC1)c1cccc(NC(=O)c2ccccc2)c1	-0.3	-3	6	7	-6	18	-23	-2	6	2	17
CCNC(=S)Nc1cc(OCC)c(NC(=O)c2ccco2)cc1OCC	2.1	-11	16	0	-4	23	4	-3	9	-1	6
CCOC(=O)N1CCC(Nc2c(NCCCN(CC)CC)c(=O)c2=O)CC1	0.4	12	-17	1	-6	6	2	-3	6	-1	-2
CSC[C@H](NC(=O)COc1cc2c(c3oc(=O)cc(C)c13)CCC(C)(C)O2)C(=O)O	0.7	-20	8	5	-19	2	11	13	4	0	4
O=C1[C@H](O)[C@@H](O)C(=O)N1Cc1ccccc1	3.6	-14	10	0	-19	6	-7	1	13	2	10
COc1ccccc1-c1nnn(CC#N)n1	1.7	11	-24	3	-5	10	-2	0	-8	3	-4
COC(C[C@H]1O[C@@H]1[C@@H](O)[C@H](C)OCc1ccccc1)OC	1.9	-4	-31	6	-10	3	4	0	-4	.	-10
O=C(O)C1C2C=CC(CC2)C1C(=O)O (stereo unspecified)	3.7	3	8	-3	-5	1	-14	3	-4	2	-4
C/C(=N\OCC(=O)NC12CC3CC(CC(C3)C1)C2)c1cc2ccccc2o1	-0.1	-31	3	-1	-18	-93	-8	-2	-46	-2	2
COc1ccc(CNC(=O)CN2C(=O)CSc3ccc(S(=O)(=O)N4CCOCC4)cc32)c(OC)c1	-0.2	-1	-1	1	-16	0	3	4	-4	-3	-5
O=C(NC12CC3CC(CC(C3)C1)C2)c1cc(F)c(F)cc1Cl	2.3	-40	29	0	-19	11	-4	3	-1	1	-18
O=C(O)Cn1ccnc1[N+](=O)[O-]	4.2	-8	-5	3	-5	9	1	0	1	.	.
Cc1cc(C)c(S(=O)(=O)N2CCC3(CC2)OCCN3S(=O)(=O)c2cccs2)c(C)c1	1.0	-27	75	-7	-5	24	-14	-8	-4	.	-5
COc1ccc(NC(=O)c2c(C)nn(-c3ccccc3)c2Cl)cc1	0.0	-43	-24	5	-3	-103	2	5	-72	-1	-16
CC(C)C[C@H]1CN=C(Nc2ccccc2)N1CCc1ccc(F)cc1	-2.9	24	13	-6	-9	8	-6	-5	6	0	49
CC(C)(C)OC(=O)N1CCC(NC(=O)c2[nH]c(C(F)(F)F)nc2-c2ccccc2)CC1	-0.4	4	-3	-1	-3	10	.	5	11	.	.
COc1ccc(C(=O)N(C)C2(C)CCS(=O)(=O)C2)cc1OC (stereo unspecified)	0.1	0	-3	0	-16	16	-1	7	-6	0	-4
O=C(NCC(c1ccc(F)cc1)N1CCOCC1)c1cccnc1Sc1ccccc1 (stereo unspecified)	-0.1	-8	10	-2	-7	14	-3	-1	14	2	1
COc1ccccc1NC(=O)CSc1nnnn1-c1ccc2c(c1)OCO2	-1.5	69	12	-1	-9	14	-2	0	18	-1	9

Carrying on.
SMILES	iPSC survival up	NR2E3 ag-1	Shn3 3UTR inh	Cardio protect	CaV13 ICDI inh	HIF-2a inh	PDI inh	HTR2A ag	Peg3 prom inh	NR2E3 ag-2	MITF TRPM1 inh
CCC(=O)Nc1c(-c2cccs2)c(=O)c2ccccc2n1C	-1.4	-18	11	-1	-5	13	-5	1	3	1	9
CCCCn1c(N)c(N(Cc2ccccc2OC)C(=O)CCC(C)C)c(=O)[nH]c1=O	0.9	-1	18	5	-2	12	-1	2	11	0	-6
Cn1c(-c2ccccc2)cnc1NCc1ccccc1	-0.6	-6	30	19	-5	-62	-4	-5	-12	1	-5
COc1ccc(Nc2ccc(S(=O)(=O)N3CCCCC3)cc2[N+](=O)[O-])cc1OC	1.0	-1	29	-12	-4	26	-7	2	34	1	2
Cc1ccc(-c2ccc(/C=C(\C#N)C(N)=S)o2)c([N+](=O)[O-])c1	5.0	-32	10	-10	-3	-61	-4	-3	-31	.	6
O=C(CCNC(=O)c1ccc(Cl)cc1)Nc1ccc(F)cc1F	-2.7	-18	3	-5	-4	-4	3	0	-2	2	0
O=C(COC(=O)c1ccco1)Nc1ccccc1	-1.8	4	9	-6	-5	11	-6	-2	0	2	-11
CC(C)Oc1ccc(S(=O)(=O)N2CCOCC2)cc1NC(=O)C1COc2ccccc2O1 (stereo unspecified)	-0.4	15	-20	-1	-5	6	16	-11	9	3	.
CN(C(=O)/C=C/c1ccco1)c1ccccc1C(=O)O	-0.2	24	-2	2	-5	-11	1	5	-17	4	-7
CCc1nc2c(OCC(=O)c3ccc(F)cc3)cccn2c1N(C)C(=O)c1ccccc1F	2.9	-31	8	28	-6	-16	-1	-1	-13	.	.

Looked up one by one from the entries so far:
SMILES	iPSC survival up	NR2E3 ag-1	Shn3 3UTR inh	Cardio protect	CaV13 ICDI inh	HIF-2a inh	PDI inh	HTR2A ag	Peg3 prom inh	NR2E3 ag-2	MITF TRPM1 inh
CCCCn1c(N)c(N(Cc2ccccc2OC)C(=O)CCC(C)C)c(=O)[nH]c1=O	0.9	-1	18	5	-2	12	-1	2	11	0	-6
O=C(CCNC(=O)c1ccc(Cl)cc1)Nc1ccc(F)cc1F	-2.7	-18	3	-5	-4	-4	3	0	-2	2	0

Further compounds follow:
SMILES	iPSC survival up	NR2E3 ag-1	Shn3 3UTR inh	Cardio protect	CaV13 ICDI inh	HIF-2a inh	PDI inh	HTR2A ag	Peg3 prom inh	NR2E3 ag-2	MITF TRPM1 inh
CCN(C(=O)Cn1c(=O)n2nc(CCn3nc(C)cc3C)nc2c2ccccc21)c1cccc(C)c1	1.2	10	2	8	-3	5	11	5	5	0	-1
OCc1ccc2c(c1)c(-c1ccc3c(c1)OCCO3)c(-c1ccccc1)n2-c1ccccc1	0.1	0	4	4	-11	13	5	5	39	3	3
O=C(CN1CCN(S(=O)(=O)N2CCOCC2)CC1)Nc1ccc(Cl)c(Cl)c1	0.2	-23	16	-1	-4	20	7	2	-7	6	5
CCC1=NN2C(=N)/C(=C\c3cccn3-c3ccc(OC)cc3)C(=O)N=C2S1	0.7	-11	-35	-7	-21	9	3	2	18	1	5
